Screens as filed in PubChem.
DUSP3 inh = DUSP3 (human) phosphatase inhibition | recombinant VHR phosphatase, pNPP absorbance | inhibition, % at 13.3 µM | 290,000 compounds, 0.52% hits; in the data active = inhibition above about 50%; note: some compounds called inactive have numbers as strong as hits
Vc quorum ag = induces V. cholerae light production without autoinducers; AID 588436; activation, % at 18.7 µM; 350,000 compounds, 0.16% hits; V. cholerae BH1578 lux reporter, luminescence, 6 h; in the data active = activation mostly above about 9.7%, no sharp cut-off; note: not every result past the cut was called active; inactives centre near 0; reference of the scale not given here
SARS 3CLpro inh = SARS-CoV 3CLpro protease inhibition; P0C6X7; recombinant SARS-CoV 3CLpro, quenched FRET peptide cleavage; inhibition, % at 6 µM; 290,000 compounds, 0.14% hits; in the data active = inhibition above about 12%
MazF activator = increases E. coli MazEF RNase cleavage of RNA. P0AE70. FAM/BHQ RNA-DNA oligo cleavage fluorescence, 5 h. activation, % at 20 µM. 350,000 compounds, 0.32% hits; in the data active = activation above about 50%
Target sequence (P0AE70 whole entry, looked up): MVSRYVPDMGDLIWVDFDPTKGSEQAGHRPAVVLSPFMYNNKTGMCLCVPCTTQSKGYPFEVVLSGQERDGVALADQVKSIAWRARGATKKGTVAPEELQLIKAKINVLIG
PriA SSB inh = inhibitors of Klebsiella pneumoniae PriA binding to SSB C-terminal tail; AlphaScreen SSBct-PriA binding, biotinylated peptide; inhibition, % at 33 µM; 430,000 compounds, 0.6% hits; in the data active = inhibition mostly above about 37%, no sharp cut-off; inactive = mostly below about 20%;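 note: plate controls were negative control peptide for no effect and reference peptide for full effect; strong numbers were not always called active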
FBA Mtb inh = inhibits M. tuberculosis FBA enzyme. purified M. tuberculosis FBA, fluorescence read-out. inhibition, % at 1 µM. 360,000 compounds, 2.3% hits. AID 588726; in the data active = inhibition above about 27%;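 note: 0% = vehicle and 100% = reference inhibitor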
GDH-TPI inh = inhibits GDH-TPI coupling enzymes, artifact for Mtb FBA screen; AID 588335; GDH-TPI coupled enzyme counterscreen, NADH absorbance; inhibition, % at 4.8 µM; 360,000 compounds, 1.2% hits; in the data active = inhibition above about 30%;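 note: 0% = DMSO wells and 100% = wells lacking the enzyme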
Rv3671c protease = Rv3671c (M. tuberculosis) protease inhibition | P9WHR9 | inhibition, % at 5.96 µM | 320,000 compounds, 0.048% hits | AID 2606; in the data active = inhibition above about 38%;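 note: extracellular domain of Rv3671c used as enzyme; 0% = enzyme with DMSO and 100% = no enzyme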
Target sequence (P9WHR9 whole entry, looked up, the tested form may be a part): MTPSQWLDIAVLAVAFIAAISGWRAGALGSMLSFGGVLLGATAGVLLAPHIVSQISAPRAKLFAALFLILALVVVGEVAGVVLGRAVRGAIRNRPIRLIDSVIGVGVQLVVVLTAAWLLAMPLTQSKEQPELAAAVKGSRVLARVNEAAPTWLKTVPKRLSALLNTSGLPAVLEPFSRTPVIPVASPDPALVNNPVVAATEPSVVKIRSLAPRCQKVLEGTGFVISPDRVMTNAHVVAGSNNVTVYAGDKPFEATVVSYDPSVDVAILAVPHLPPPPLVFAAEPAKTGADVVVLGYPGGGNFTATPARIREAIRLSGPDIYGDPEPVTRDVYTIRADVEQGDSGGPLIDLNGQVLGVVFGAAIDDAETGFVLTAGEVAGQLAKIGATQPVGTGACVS
UGM FP inh = Mtb UDP-galactopyranose mutase inhibition; purified UGM, fluorescence polarization probe displacement; 320,000 compounds, 0.06% hits; P9WIQ1; inhibition, % at 10 µM; in the data active = inhibition above about 10%, passing the limit was not always enough
Target sequence (P9WIQ1 whole entry, looked up): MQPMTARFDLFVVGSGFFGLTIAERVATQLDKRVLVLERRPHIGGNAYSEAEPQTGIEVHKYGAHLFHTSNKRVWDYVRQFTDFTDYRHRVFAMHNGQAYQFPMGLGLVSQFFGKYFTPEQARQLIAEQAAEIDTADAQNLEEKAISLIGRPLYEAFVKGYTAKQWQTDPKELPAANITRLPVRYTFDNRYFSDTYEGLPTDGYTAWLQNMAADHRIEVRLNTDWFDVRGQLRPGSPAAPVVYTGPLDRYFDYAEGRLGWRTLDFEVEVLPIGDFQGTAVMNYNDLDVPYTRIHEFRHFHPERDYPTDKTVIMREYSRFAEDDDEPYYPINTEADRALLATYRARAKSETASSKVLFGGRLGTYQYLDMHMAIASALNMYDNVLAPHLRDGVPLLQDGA
BioA inh = blocks M. tuberculosis BioA enzyme activity; purified M. tuberculosis BioA enzyme, plate reader; inhibition, % at 9.99 µM; 360,000 compounds, 0.096% hits; in the data active = inhibition above about 40%
* hit, by the source's call. Only part of the results is shown. The share of hits here may be higher or lower than overall.

What do the screens show for `Cc1cccc(N2CCN(C(=S)c3ccc([N+](=O)[O-])cc3)CC2)c1`?
DUSP3 inh: 30; Vc quorum ag: -0.2; SARS 3CLpro inh: 4; MazF activator: -2; PriA SSB inh: 13; FBA Mtb inh: -1; GDH-TPI inh: 5; Rv3671c protease: -9; UGM FP inh: 2.7

What do the screens show for `O=c1c2cc(Br)ccc2[nH]c(=S)n1-c1ccccc1`?
DUSP3 inh: -1; Vc quorum ag: -0.4; SARS 3CLpro inh: 4; MazF activator: -1; PriA SSB inh: -9; FBA Mtb inh: 2; GDH-TPI inh: -2; Rv3671c protease: 5; UGM FP inh: -2.2

Results for C#CCNC(=O)C1=C[C@@H](c2ccccc2)[C@H](CCCO)[C@@H](OCC)O1 ?
DUSP3 inh: 7; Vc quorum ag: inactive; SARS 3CLpro inh: -1; MazF activator: 4; PriA SSB inh: 10; FBA Mtb inh: 1; GDH-TPI inh: -6; Rv3671c protease: 0; UGM FP inh: -6.6; BioA inh: -0.9

Results for COCCNC(=S)NNC(=O)c1cc(C2CC2)nc2ccccc12 ?
DUSP3 inh: 27; Vc quorum ag: -0.5; SARS 3CLpro inh: -1; MazF activator: 3; PriA SSB inh: -2; FBA Mtb inh: 0; GDH-TPI inh: 11; UGM FP inh: 1.5; BioA inh: -1.8

How did CC1(C)NC(=O)N(CCOCCOc2cccc(Oc3ccccc3)c2)C1=O do in these assays?
DUSP3 inh: 14; Vc quorum ag: inactive; SARS 3CLpro inh: 1; MazF activator: -8; PriA SSB inh: -20; FBA Mtb inh: 1; GDH-TPI inh: 8; Rv3671c protease: -4; UGM FP inh: 1.3; BioA inh: -0.9

How did COc1ccc(-c2nc(=S)n3ccsc3n2)cc1OC do in these assays?
DUSP3 inh: 13; Vc quorum ag: inactive; SARS 3CLpro inh: -3; MazF activator: -2; PriA SSB inh: 0; FBA Mtb inh: 4; GDH-TPI inh: 26; Rv3671c protease: 4; UGM FP inh: 0.9

Results for Cc1cc(=O)oc2c3c(cc(OCC(=O)N[C@@H](Cc4ccccc4)C(=O)O)c12)OC(C)(C)CC3 ?
DUSP3 inh: 13; Vc quorum ag: -0.4; SARS 3CLpro inh: 7; MazF activator: -15; PriA SSB inh: -7; FBA Mtb inh: active; GDH-TPI inh: 22; Rv3671c protease: 4; UGM FP inh: 0.3; BioA inh: -0.7

What do the screens show for `O=C(CSc1n[nH]c(=O)[nH]c1=O)Nc1cccc(S(=O)(=O)N2CCOCC2)c1`?
DUSP3 inh: 8; Vc quorum ag: inactive; SARS 3CLpro inh: 3; MazF activator: 6; PriA SSB inh: -8; FBA Mtb inh: -1; GDH-TPI inh: -4; Rv3671c protease: 2; UGM FP inh: -1.5

Results for COC(=O)CCc1c(C)[nH]c(C(=O)OCc2ccccc2)c1C ?
DUSP3 inh: 10; Vc quorum ag: inactive; SARS 3CLpro inh: 4; MazF activator: -19; PriA SSB inh: -27; FBA Mtb inh: 7; GDH-TPI inh: -6; Rv3671c protease: -3; UGM FP inh: 1.4; BioA inh: 1.5

Results for O=C(O)c1ccc(-n2nnnc2SCc2cccc(Br)c2)cc1 ?
DUSP3 inh: -3; Vc quorum ag: -0.1; SARS 3CLpro inh: 3; MazF activator: -9; PriA SSB inh: -6; FBA Mtb inh: -1; GDH-TPI inh: 2; Rv3671c protease: 4; UGM FP inh: 1.4; BioA inh: 3.7

How did COc1ccc(/C=N/NC(=O)CSc2nnc(CCCc3ccc(OC)c(C)c3)o2)cc1 do in these assays?
DUSP3 inh: -17; Vc quorum ag: 33*; SARS 3CLpro inh: 2; MazF activator: 6; FBA Mtb inh: 0; GDH-TPI inh: -5; Rv3671c protease: -1; UGM FP inh: 0.4; BioA inh: -1.9

How did COc1ccc(O)c(C(=O)c2cc(C#N)c(=O)n(-c3c(C)n(C)n(-c4ccccc4)c3=O)c2)c1 do in these assays?
DUSP3 inh: 19; Vc quorum ag: inactive; SARS 3CLpro inh: -5; MazF activator: -180; PriA SSB inh: -17; FBA Mtb inh: -1; GDH-TPI inh: 11; Rv3671c protease: 4; UGM FP inh: -2.7; BioA inh: -15

What do the screens show for `O=C(Nc1ccc(F)cc1F)N1CCC(c2nc3ccccc3o2)CC1`?
DUSP3 inh: -2; Vc quorum ag: -0.3; SARS 3CLpro inh: 0; MazF activator: 2; PriA SSB inh: -14; FBA Mtb inh: -1; GDH-TPI inh: -1; Rv3671c protease: 4; UGM FP inh: 0.8

What do the screens show for `CON(C)S(=O)(=O)c1cccc(C(=O)N(CC(=O)Nc2ccccc2C(F)(F)F)Cc2ccco2)c1`?
Vc quorum ag: -1.2; MazF activator: 9; PriA SSB inh: -2; FBA Mtb inh: -5; GDH-TPI inh: -3; Rv3671c protease: -18; UGM FP inh: 0.5; BioA inh: -0.7

What do the screens show for `CCN(C(=O)CN1C(=O)c2ccccc2S1(=O)=O)C1CCCCC1`?
Vc quorum ag: -1.4; MazF activator: 3; PriA SSB inh: -22; FBA Mtb inh: -2; GDH-TPI inh: -3; Rv3671c protease: 1; UGM FP inh: -0.7; BioA inh: -1.0

What do the screens show for `COc1ccccc1CNCC(=O)Nc1cc(S(=O)(=O)N2CCCCCC2)ccc1Cl`?
DUSP3 inh: 4; Vc quorum ag: -0.4; SARS 3CLpro inh: -5; MazF activator: 7; PriA SSB inh: -15; FBA Mtb inh: -1; GDH-TPI inh: 15; Rv3671c protease: 1; UGM FP inh: -1.2

What do the screens show for `CC1(C(=O)NS(=O)(=O)c2ccc(Cl)s2)CCN1C(=O)CCc1ccccc1` (configuration not stated)?
Vc quorum ag: inactive; FBA Mtb inh: 1; GDH-TPI inh: 3; BioA inh: -0.1

How did Cc1cccc(/C=N/NC(=O)c2cc(C3CC3)nc3ccccc23)n1 do in these assays?
DUSP3 inh: -4; Vc quorum ag: -0.2; SARS 3CLpro inh: -5; MazF activator: 7; FBA Mtb inh: 6; GDH-TPI inh: 16; Rv3671c protease: 12; UGM FP inh: -1.2; BioA inh: 1.5

What do the screens show for `c1ccc(-c2nc(-c3ccco3)n3ccccc23)cc1`?
DUSP3 inh: 43; Vc quorum ag: -0.1; SARS 3CLpro inh: 1; MazF activator: -253; PriA SSB inh: 2; FBA Mtb inh: 5; GDH-TPI inh: 13; Rv3671c protease: -17; UGM FP inh: 1.3; BioA inh: -1.0

What do the screens show for `Cc1ccc(C)c(N2CCN(c3ccc(N4C(=O)COCC4=O)cc3[N+](=O)[O-])CC2)c1`?
DUSP3 inh: 4; Vc quorum ag: inactive; SARS 3CLpro inh: 0; MazF activator: -1; PriA SSB inh: -3; FBA Mtb inh: 1; GDH-TPI inh: 5; Rv3671c protease: 1; UGM FP inh: -2.0; BioA inh: -1.3

How did C[C@H](NC(=O)c1ccco1)C(=O)Nc1cc(S(=O)(=O)N2CCCC2)ccc1OCC(F)(F)F do in these assays?
Vc quorum ag: inactive; MazF activator: 3; PriA SSB inh: 5; FBA Mtb inh: 0; GDH-TPI inh: -15; Rv3671c protease: 3; UGM FP inh: 0.2; BioA inh: -1.1

What do the screens show for `COc1cc(Cl)c(C)cc1NC(=O)CSc1cc(Cl)ccc1Cl`?
DUSP3 inh: 13; Vc quorum ag: -0.4; SARS 3CLpro inh: 4; MazF activator: -18; PriA SSB inh: -8; FBA Mtb inh: 1; GDH-TPI inh: 17; Rv3671c protease: -35; UGM FP inh: 4.5; BioA inh: -1.4

How did CC(C)(C)C(=O)NCCCc1nc2ccccc2n1CCCOc1ccc(Cl)cc1 do in these assays?
DUSP3 inh: 35; Vc quorum ag: inactive; SARS 3CLpro inh: 0; MazF activator: -1; PriA SSB inh: -21; FBA Mtb inh: 1; GDH-TPI inh: -8; Rv3671c protease: 3; UGM FP inh: 0.8; BioA inh: 2.4

How did OC(COc1c(F)cc(Br)cc1F)CN1CCN(c2ccc(F)cc2)CC1 (configuration not stated) do in these assays?
DUSP3 inh: 34; Vc quorum ag: inactive; SARS 3CLpro inh: 0; MazF activator: -2; PriA SSB inh: 11; FBA Mtb inh: 0; GDH-TPI inh: -1; Rv3671c protease: 4; UGM FP inh: -1.4; BioA inh: -1.9

Overlap with the part before: 2 entries, followed by the next part.
How did CC(C)(C)C(=O)NCCCc1nc2ccccc2n1CCCOc1ccc(Cl)cc1 do in these assays?
DUSP3 inh: 35; Vc quorum ag: inactive; SARS 3CLpro inh: 0; MazF activator: -1; PriA SSB inh: -21; FBA Mtb inh: 1; GDH-TPI inh: -8; Rv3671c protease: 3; UGM FP inh: 0.8; BioA inh: 2.4

How did OC(COc1c(F)cc(Br)cc1F)CN1CCN(c2ccc(F)cc2)CC1 (configuration not stated) do in these assays?
DUSP3 inh: 34; Vc quorum ag: inactive; SARS 3CLpro inh: 0; MazF activator: -2; PriA SSB inh: 11; FBA Mtb inh: 0; GDH-TPI inh: -1; Rv3671c protease: 4; UGM FP inh: -1.4; BioA inh: -1.9

How did C=CCn1cc(C(=O)NCCOC)c(=O)c2cc(S(=O)(=O)N(CC)CC)ccc21 do in these assays?
DUSP3 inh: 13; Vc quorum ag: inactive; SARS 3CLpro inh: -5; MazF activator: -2; PriA SSB inh: -9; FBA Mtb inh: 1; GDH-TPI inh: 16; Rv3671c protease: 7; UGM FP inh: -3.7; BioA inh: 4.7

Results for CCN1CCN(c2nc(-c3ccncc3)nc3ccccc23)CC1 ?
DUSP3 inh: 19; SARS 3CLpro inh: -2; Rv3671c protease: 5; UGM FP inh: 0.2

Results for CCOc1ccc(CCNC(=O)C(CCC(N)=O)NC(=O)OCc2ccccc2)cc1OCC (configuration not stated) ?
DUSP3 inh: -7; Vc quorum ag: -0.3; SARS 3CLpro inh: 3; MazF activator: -1; PriA SSB inh: -1; FBA Mtb inh: 1; GDH-TPI inh: -1; Rv3671c protease: 0; UGM FP inh: 1.6

What do the screens show for `COc1ccc(NC(=O)C2CCCN(S(=O)(=O)c3ccc4c(c3)oc(=O)n4C)C2)cc1OC` (configuration not stated)?
DUSP3 inh: 38; Vc quorum ag: -0.2; SARS 3CLpro inh: -1; MazF activator: 1; PriA SSB inh: -16; FBA Mtb inh: 0; GDH-TPI inh: -4; Rv3671c protease: -3; UGM FP inh: -0.2; BioA inh: 0.2

How did O=C(CN1c2ccccc2S(=O)(=O)c2ccccc21)NCc1ccc(F)cc1 do in these assays?
DUSP3 inh: 1; Vc quorum ag: -2.5; SARS 3CLpro inh: 5; MazF activator: 11; PriA SSB inh: -3; FBA Mtb inh: 1; GDH-TPI inh: 1; Rv3671c protease: -13; UGM FP inh: 1.0; BioA inh: 0.4

Results for CC1(C)C(=O)Nc2ccccc2N1C(=O)c1ccc([N+](=O)[O-])cc1 ?
DUSP3 inh: 22; Vc quorum ag: -0.4; SARS 3CLpro inh: 0; MazF activator: -4; PriA SSB inh: -6; FBA Mtb inh: 2; GDH-TPI inh: 15; Rv3671c protease: -6; UGM FP inh: 2.2; BioA inh: -0.3

How did Cc1occc1C(=O)N/N=C/c1ccc(N(C)C)cc1 do in these assays?
DUSP3 inh: 22; Vc quorum ag: inactive; SARS 3CLpro inh: -3; MazF activator: 2; PriA SSB inh: inactive; FBA Mtb inh: 12; GDH-TPI inh: 81*; Rv3671c protease: -7; UGM FP inh: 5.0; BioA inh: -0.4

Results for COc1ccc(NC(=S)Nc2cccc3ccccc23)cc1OC ?
DUSP3 inh: 44; Vc quorum ag: -0.7; SARS 3CLpro inh: 2; MazF activator: -5; PriA SSB inh: 43*; FBA Mtb inh: 42*; GDH-TPI inh: 7; Rv3671c protease: 2; UGM FP inh: 1.7; BioA inh: -3.3

What do the screens show for `COc1ccccc1CNC(=O)COC(=O)Cc1cccs1`?
DUSP3 inh: 7; Vc quorum ag: inactive; SARS 3CLpro inh: 1; MazF activator: 0; PriA SSB inh: -5; FBA Mtb inh: -1; GDH-TPI inh: 4; Rv3671c protease: -9; UGM FP inh: -0.2; BioA inh: -0.6

How did CCN(CC)CC#Cc1ccc(C)cc1 do in these assays?
DUSP3 inh: 12; Vc quorum ag: 0.2; SARS 3CLpro inh: -2; MazF activator: 1; PriA SSB inh: -6; FBA Mtb inh: 0; GDH-TPI inh: 13; Rv3671c protease: 2; UGM FP inh: -2.0; BioA inh: -0.9
